Screening results as filed in PubChem BioAssay.
EWS-Fli inh = inhibitors of EWS/Fli oncoprotein transcriptional activity. A673 NR0B1-luciferase reporter, viability-normalised. inhibition, % at 12.6 µM. 350,000 tested, 0.67% active. AID 651661;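 active = mean inhibition of at least 50% after viability correction, with every replicate also passing that limit; inconclusive = mean reaches 50% but only one of two replicates passes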;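 also: firefly luciferase signal divided by Alamar Blue viability fluorescence both relative to DMSO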
F508del corr = correctors of CFTR F508del function in bronchial epithelial cells; CFBE cells, YFP halide quenching; stimulated with forskolin plus potentiator P3; % fluorescence drop versus neutral controls; activity (quench increase), % at 7.58 µM; 350,000 tested, 0.36% active; AID 720511;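 active = mean added fluorescence quench of at least 8% versus neutral control, with both replicates also reaching 8%; inconclusive = only one of the mean or replicate conditions met; inactive = mean below 8% and not both replicates reaching 8%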;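 also: cells transiently co-express mutant CFTR-F508del with the halide-sensitive YFP; corrector assay measuring rescue of mutant channel to the surface after 24 h compound exposure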
PAX8 reporter = PAX8 transcriptional activity inhibition | RMG-I TPO-luciferase reporter, SteadyGlo, 24 h | 360,000 tested, 1.2% active | inhibition, % at 12.6 µM;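 active = mean replicate inhibition at least 60% with every replicate also reaching 60%; inconclusive = only one of the two criteria is met; inactive = mean below 60% and not all replicates reaching 60%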;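 also: luciferase light reporting Pax8 driven TPO promoter activity; plate controls were median of neutral control wells for no effect and mitoxantrone controls for full effect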
GSIS activator = GLuc luminescence reporter in INS-1E cells, primary screen for activators of glucose-dependent secretion of insulin | AID 743287 | INS-1E GLuc reporter insulin secretion, 2-3 h | 370,000 tested, 0.61% active | activation, % at 16.6 µM;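 active = lowest replicate activation of at least 40%, so every replicate reaches that level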;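 also: 0% = median of neutral control wells and 100% = median of IBMX positive control wells; some compounds called inactive have numbers as strong as hits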
FN deposition inh = fibronectin deposition inhibition | AH1F fibroblasts, Alexa488-fibronectin deposition fluorescence, overnight | inhibition, % at 12.6 µM | 350,000 tested, 0.086% active | AID 743247;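 active = mean inhibition across replicates of 30% or more, regardless of how many single replicates reach that level; inconclusive = mean under 30% yet at least half of replicates reach 30%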;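 also: positive control wells lacked labelled fibronectin entirely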
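Test system: AH1F fibroblast monolayer depositing Alexa488-labelled fibronectin into matrix. Input: 10000 cells per well. Technique: fluorescence, ex 485 nm, em 525 nm. Buffer or medium: DMEM plus 2% serum, read in PBS. Timing: 1 h cell adhesion before compound, then overnight fibronectin incubation. Compound: single dose, pinned. Read-out basis: inhibition from reduced deposited-fibronectin fluorescence.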
miR122 inh = miR-122 inhibition in Huh7 cells; AID 602342; Huh7 miR-122 Renilla luciferase sensor, 48 h; neutral wells = 0, positive control = 100; 340,000 tested, 0.3% active; activation (reporter increase), % at 12.5 µM;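 active = mean replicate activation score at least 90 and every replicate individually at or above 90; inconclusive = only one of the two criteria met; inactive = neither criterion met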;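 also: higher luciferase means less miR-122 activity so hits act as miR-122 inhibitors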
DENV2 CPE = protects cells from dengue virus 2 cytopathic effect | DENV2-infected cells, cytopathic effect rescue, plate reader | CPE inhibition, % at 9.99 µM | 350,000 tested, 1.7% active | AID 651640; in the data active = CPE inhibition above about 20%, passing the limit was not always enough; inconclusive = no clear call, values can overlap the other calls; tested in BHK-21 cells;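 also: 0% = median of neutral control wells and 100% = median of positive control wells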
Active calls of the source: *; ? = inconclusive; . = not tested or not shown; & = joins results of further samples; [ ] = another dose, or the depositor's remark.

SMILES	EWS-Fli inh	F508del corr	PAX8 reporter	GSIS activator	FN deposition inh	miR122 inh	DENV2 CPE
C=C1C(=O)O[C@H]2C[C@]3(C)C([C@@H](OC(=O)/C(C)=C/C)[C@H]12)[C@](C)(O)CC[C@H]3O (some centres undefined)	-24	1.2	53	12	1	-6	-1
CN(CC(=O)NCCc1ccc(S(N)(=O)=O)cc1)CC(=O)Nc1ccccc1C(F)(F)F	6	2.7	-6	-3	3	-1	-2
COCCNC(=O)C[C@H]1C[C@H]2c3cc(NC(=O)COC)ccc3O[C@H]2[C@H](CO)O1	0	-0.5	5	-1	-1	4[16.7 µM]	0
O=C(O)C1=C[C@@H](c2csc3ccccc23)C[C@@H](OCc2ccc(CO)cc2)O1	0&-9	3.0&-1.1	-3&3	.	-2	-5	4&-2
COc1cc(NC(=O)CSc2nc(C3CC3)nc3ccccc23)cc(OC)c1	-5	1.3	31	-3	1	.	4
C=CCSc1nc2ccccc2n1C(=O)/C=C/c1cc(OC)c(OC)c(OC)c1	67*	-6.1	.	-8	.	-10	7
O=C(NCCCN1CCOCC1)C(=O)NCC1OCCCN1S(=O)(=O)c1cc(F)ccc1F (centres undefined)	3	-0.5	.	17	-18	3	-4
CC(=O)Nc1cccc(C(=O)Nc2cc(C(F)(F)F)ccc2-n2cncn2)c1	-6	-1.6	6	15	-1	2	-12
O=C(N[C@H](Cc1ccccc1)C(=O)N1CCCN(Cc2ccccc2F)CC1)[C@H]1O[C@@H](n2ccc(=O)[nH]c2=O)[C@H](O)[C@@H]1O	-10	-0.5	-1	21	-6	.	-6
O=C(NCc1ccc(F)cc1F)Nc1cnccc1C(F)(F)F	-7	-1.5	-7	0	7	.	1
CC(OC(=O)Cc1n[nH]c(=O)c2ccccc12)C(=O)Nc1ccc(S(N)(=O)=O)cc1 (centres undefined)	-1	2.7	-4	0	3	.	-1
CCc1cccc(OCCCCNCCCOC)c1	10	0.6	38	4	4	4	2
O=C(NNS(=O)(=O)Cc1ccccc1)c1ccc([N+](=O)[O-])cc1	-2	-0.9	13	1	-1	8	2
CCn1c(C)c(C(C)=O)c(N2CCC(C(N)=O)CC2)nc1=S	.	.	.	3	-3	-4	.
Cc1cc(NC(=O)CSc2ncnc3sccc23)no1	-1	0.8	-22	9	.	1	0
O=C(c1nnc(Cc2ccc(Cl)cc2)o1)N1CCOCC1	-12	-0.5	-17	-5	0	-3	0
CN(C)/C=C1/NC(=S)NC1=O	5	0.3	-9	-2	-5	.	-1
COc1ccc(C(=O)NNC(=O)CCn2nnc(-c3ccc(Cl)cc3)n2)cc1OC	-3	1.8	9	-3	3	.	-1
CCCN(Cc1cc2ccc(C)cc2[nH]c1=O)C(=O)c1cccnc1	.	.	12	.	3	0	.
COc1cc(CCC(=O)Nc2ncc(C)s2)cc(OC)c1OC	0	-0.8	-1	23	-12	-3	1
COc1ccc2c3c(n(C)c2c1)[C@H](CO)N(Cc1ccccc1)CC31CCN(S(=O)(=O)c2ccc(C)cc2)CC1	42	1.0	84*	-19	.	.	5
CC1CN(CC(=O)Nc2nc3ccccc3s2)CC(C)O1 (centres undefined)	-11	-3.2	1	-7	-4	-4	0
O=C(C[C@H]1C=C[C@H](NC(=O)CC2CC2)[C@H](CO)O1)NCc1ccc(-c2ccccc2)cc1	-9	-1.3	3	17	3	-3[16.7 µM]	-5
CC(C)NC(=O)N(C)C[C@@H]1OCc2cn(nn2)CCCC(=O)N([C@@H](C)CO)C[C@H]1C	-6&2	-1.0&0.2	-7&7	-6&3	-8&5	0[16.7 µM]	-11&-4
C[C@@H]1CCCCO[C@@H](CN(C)S(=O)(=O)c2ccccc2)[C@@H](C)CN([C@H](C)CO)C(=O)c2cc(NC(=O)C3CCCCC3)ccc2O1	2	-1.3	-16	3	0	3[16.7 µM]	-13
OC[C@H]1[C@@H](c2ccc(C#Cc3ccccc3)cc2)[C@H]2CN(CC3CCOCC3)CCCCN21	-13	-2.6	5	-12	.	5[16.7 µM]	-7
Cc1onc(C(=O)NN)c1C(=O)N1CCN(C(c2ccccc2)c2ccccc2)CC1	9	-2.2	18	2	1	.	1
O=C(CSCc1cc(=O)n2nc(C3CC3)sc2n1)Nc1ccccc1Cl	.	-2.3	16	13	5	5	2
NC(=O)[C@H]1CC2(CC(c3cccc(NC(=O)COc4ccc(Cl)cc4)c3)=NO2)CN1C(=O)CC(c1ccccc1)c1ccccc1 (some centres undefined)	-1	0.3	47	.	17	-10	-11
O=C(Nc1nnc(C2CC2)s1)c1ccc(Cl)c(S(=O)(=O)N2CCc3ccccc3C2)c1	1	0.9	-12	-4	5	.	12
CC(OC(=O)c1ccccc1NCCO)C(=O)Nc1ccnn1C(C)C (centres undefined)	-5	-0.4	-12	4	-9	-13	14
CCOc1ccccc1NC(=O)CCCc1ccc(OC)c(C)c1	-2	-1.0	3	5	2	2	-4
Cc1cc2oc(=O)cc(CN3CCN(S(=O)(=O)/C=C/c4ccccc4)CC3)c2cc1C	.	.	-3	-12	.	3	.
COCCCN1C(=O)C(CC(=O)NCc2cccs2)CC(C(=O)N2CCOCC2)=C1C (centres undefined)	-3	0.8	-2	-6	.	-2	0
CCCNC(=O)N[C@@H]1CC[C@H](CCn2cc(-c3cccc(F)c3)nn2)O[C@@H]1CO	-2	0.7	-8	-4	-2	.	?
O=C(NCc1cccnc1)c1csc([C@H]2C[C@H](O)[C@@H](CO)O2)n1	5	0.5	3	-3	8	-6	-7
CCCN(C)C[C@@H]1OCCCC[C@@H](C)Oc2ccc(NS(=O)(=O)c3cccs3)cc2C(=O)N([C@H](C)CO)C[C@@H]1C	-5	-1.5	-19	24	.	7[16.7 µM]	-5
CC1(C)C(C=C(Cl)Cl)C1C(=O)N(Cc1cccc(Cl)c1)C1CCS(=O)(=O)C1 (centres undefined)	.	.	-14	-26	2	-5	.
CC(C)(C)c1nnc(N/N=C/c2ccc(O)cc2)n(N)c1=O	0	-2.1	44	6	-5	-1	-2
COc1ccc(C2=NN(C(=O)c3cccs3)C(c3ccccc3OC)C2)cc1OC (centres undefined)	13	-0.9	5	18	-7	-1	.
O=C(COC(=O)CCc1nc2ccccc2s1)Nc1ncc(Cl)cc1Cl	.	.	.	14	8	-3	.
Cc1nn(-c2ccccc2)c(Cl)c1/C=N/Nc1nncc(=O)[nH]1	-3	-1.5	-34	21	-6	-1	-2
CC(C)N(Cc1nc2ccccc2[nH]1)C(C)C	2	-2.2	1	2	0	-1	3
O=C(Nc1ccc2c(c1)C(=O)NC2=O)c1cc(Cl)ccc1Cl	-3	-1.3	-3	.	0	-4	-3
CC(=O)/C(=N\Nc1ccc(Cl)cc1)Sc1nnc(-c2ccccc2)n1-c1ccccc1	1	0.2	19	-15	6	.	-7
CC(C)Oc1ccc(Cc2n[nH]c(=S)n2Cc2ccccc2)cc1Cl	11	0.7	-1	5	-35	-4	9
COCC#Cc1cnc2c(c1)C(=O)N([C@@H](C)CO)C[C@@H](C)[C@@H](CN(C)C(=O)c1ccc3c(c1)OCO3)O2	-15	7.4	.	16	.	-9[16.7 µM]	6
CNC[C@@H]1Oc2ccc(NC(=O)CCN3CCOCC3)cc2CC(=O)N([C@H](C)CO)C[C@H]1C	6	3.0	9	0	6	5[16.7 µM]	1
COc1cc(C(=O)Oc2cccnc2)cc(OC)c1OC	-6	3.1	36	7	1	.	0
O=C(NNC(=O)c1ccc(Br)o1)c1csc(N2CCOCC2)n1	3	-1.6	-2	3	7	-8	?
COCCN(C[C@H]1[C@@H](c2ccccc2)[C@H](CO)N1C(=O)C1CCC1)C(C)=O	5	0.0	5	6	.	58[16.7 µM]	.
Cc1cc(N2CCOCC2)nc2ccc(NC(=O)CCC(=O)N3CCN(c4ccccc4)CC3)cc12	-50	1.3	-16	15	0	3	-6
CS(=O)(=O)CCC(C(=O)OCc1ccc(Br)cc1)N1C(=O)c2ccccc2C1=O (centres undefined)	.	.	-11	-2	-1	.	.
CNC(=O)C[C@@H]1CC[C@H]2[C@@H](COC[C@@H](O)CN2Cc2ccccc2F)O1	.	2.4	.	5	4	-4[16.7 µM]	-4
O=C1N/C(=N/O)S/C1=C/c1cccnc1	-15	-2.8	-16	14	8	0	-7
CCC[C@H]1CC(=O)C=C(c2ccsc2)ON1C(=O)OC(C)(C)C	-2	-3.8	18	-14	4	-6	0
CCc1cccc(C)c1NC(=S)NCc1ccc2[nH]c(C)cc2c1	1	-2.6	9	.	-4	-1	-4
C[C@@H]1CCCCO[C@H](CN(C)Cc2ccc(Cl)c(Cl)c2)[C@@H](C)CN([C@@H](C)CO)C(=O)c2cc(NS(=O)(=O)c3ccc(F)cc3)ccc2O1	-8	5.6	39	-8	-12	.	31*
C/C(=N/NC(=O)CNC(=O)c1ccccc1)c1ccc(C)cc1	6	3.5	2	5	.	-6	.
COc1ccc(S(=O)(=O)NC2CCSc3ccccc32)cc1NC(C)=O (centres undefined)	-25	-0.2	11	25	-7	0	8
(listing goes on)
SMILES	EWS-Fli inh	F508del corr	PAX8 reporter	GSIS activator	FN deposition inh	miR122 inh	DENV2 CPE
C/C=C/c1ccc2c(c1)O[C@@H](CN(C)C(=O)c1ccc(F)cc1)[C@H](C)CN([C@H](C)CO)S2(=O)=O	-7	.	-9	2	12	6[16.7 µM]	-9
O=C(c1ccccc1)C(Nc1cccc([N+](=O)[O-])c1)c1ccccc1 (centres undefined)	-9	-2.0	-2	14	17	-11	1
O=C(CSc1nc2c(cnn2-c2ccc(F)cc2)c(=O)[nH]1)N1CCCCCC1	9	-3.5	10	8	2	1	0
Cc1ccc(Oc2ccc(OCC(=O)NC(CC(C)C)C(=O)O)cc2)cc1 (centres undefined)	7	-3.3	3	-7	.	.	0
COCOCCn1cc(CN2CCS(=O)(=O)N(Cc3ccc(-c4ccc(Cl)c(Cl)c4)cc3)C(C)C2=O)nn1 (centres undefined)	-3	4.1	7	-18	9	-9	9
CCN(CC)C(=O)c1sc(NC(=O)c2c(OC)cccc2OC)c(C#N)c1C	11	2.9	-5	4	11	.	0
CN1C(=O)c2cc(NC(=O)c3cccc(F)c3)ccc2OC[C@H]2O[C@@H](CC(=O)O)CC[C@@H]21	-2	2.1	-10	4	4	33[16.7 µM]	-5
CC(C)CC#Cc1ccc([C@@H]2[C@H](CO)N3C(=O)CN(C(=O)c4ccc5c(c4)OCO5)C[C@@H]23)cc1	2	3.2	37	-8	.	.	4
CN(C)CCCNC(=O)C[C@H]1CC[C@@H]2[C@H](COC[C@H](O)CN2CC2CCCC2)O1	7	-2.0	-11	15	0	24[16.7 µM]	-6
C[C@H]1CN([C@@H](C)CO)C(=O)Cc2cc(NC(=O)Nc3cccc4ccccc34)ccc2O[C@@H]1CN(C)CC1CCCCC1	-3	2.1	29	0	.	-8[16.7 µM]	-6
O=C(CC1CCCCC1)Nc1ccc(-c2ccc3nncn3n2)cc1	0	0.2	-18	6	-6	.	4

A draw from above in order of SMILES length, smallest number first:
SMILES	EWS-Fli inh	F508del corr	PAX8 reporter	GSIS activator	FN deposition inh	miR122 inh	DENV2 CPE
CCOc1ccccc1NC(=O)CCCc1ccc(OC)c(C)c1	-2	-1.0	3	5	2	2	-4
O=C(CSCc1cc(=O)n2nc(C3CC3)sc2n1)Nc1ccccc1Cl	.	-2.3	16	13	5	5	2
CCN(CC)C(=O)c1sc(NC(=O)c2c(OC)cccc2OC)c(C#N)c1C	11	2.9	-5	4	11	.	0
C=C1C(=O)O[C@H]2C[C@]3(C)C([C@@H](OC(=O)/C(C)=C/C)[C@H]12)[C@](C)(O)CC[C@H]3O (some centres undefined)	-24	1.2	53	12	1	-6	-1
